DDE Tn6 FP inh: DD(E)-Tn6 binding inhibition, primary FP screen. inhibition, % at 8.3 µM. Fibrin DD(E) TRITC-Tn6 fluorescence polarization displacement. 0.21% of 370,000 active. P02675;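 active means inhibition above a per-campaign cutoff: mean of compounds within control limits plus 3 SD, cut at about 15% in these data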;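 further: 0% = median of all compound wells on the plate and 100% = blocking peptide control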
TDP2 inh: TDP2 (human) inhibition, absorbance primary screen; 0.34% of 370,000 active; O95551; AID 720702; inhibition, % at 12.8 µM; recombinant TDP2, T5PNP hydrolysis, p-nitrophenol absorbance 415 nm;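 active means inhibition above the mean of all tested compounds plus 3 SD, set per campaign, cut at about 25% in these data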;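 further: 0% = DMSO with enzyme and 100% = buffer with substrate but no TDP2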
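System – recombinant human TDP2 · Quantity – TDP2 enzyme at 120 nM final · Doses – single concentration, 12.8 µM nominal, with 1% DMSO · Incubation – 2 h at 37 °C · Measured by – epi absorbance of p-nitrophenol freed from T5PNP by hydrolysis · Read-out – % inhibition relative to enzyme-containing and enzyme-free wells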
PLC-beta3 inh: inhibitors of human phospholipase C beta3 | Q01970 | Purified PLC-beta3, fluorogenic substrate, fluorescence | AID 720704 | 0.18% of 370,000 active | inhibition, % at 12.2 µM; in the data active means inhibition above about 11%;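 further: 0% = median of compound wells on plate and 100% = full blocker control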
ASAP1 GAP inh: ASAP1 ArfGAP inhibition | Q9ULH1 | ASAP1-stimulated ARF1 GTP hydrolysis, GDP FP detection | inhibition, % at 16.5 µM | 0.19% of 360,000 active | AID 624377; in the data active means inhibition above about 25%;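 further: 0% = vehicle with enzyme and substrate and 100% = no enzyme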
SIAE primary: inhibitors of human sialic acid acetylesterase SIAE; Q9HAT2; 0.69% of 370,000 active; SIAE FP-Rh probe binding, fluorescence polarization; inhibition, % at 9.66 µM;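 active means inhibition above a cutoff: mean of compounds within the control limits plus 3 SD of those, cut at about 17% in these data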;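 further: 0% = plate median of compound wells and 100% = probe without SIAE protein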
ARFGAP1 inh: inhibits rat ARF GTPase activating protein 1; Arfgap1-stimulated ARF1 GTP hydrolysis, GDP FP detection; Q62848; AID 651572; inhibition, % at 16.5 µM; 0.26% of 360,000 active;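 active means inhibition above a per-plate limit, mean inhibition of low control wells plus 3 SD, cut at about 25% in these data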;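 further: 0% = DMSO wells with enzyme and 100% = wells lacking Arfgap1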
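material = rat Arfgap1 catalytic domain, aa 1-136 | also added = human ARF1(Δ1-17)-GTP substrate | compound dosing = one concentration, 16.5 µM, DMSO 1.26% | times = GTP hydrolysis reaction 2 h at 25 °C | measured by = FP, GDP Alexa 633 tracer displaced from anti-GDP antibody, 620/688 nm | evaluation = percent inhibition of Arfgap1-stimulated GTP hydrolysis | replication = single well per compound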
ADAM17 inh: ADAM17 inhibition, QFRET primary screen | inhibition, % at 6.95 µM | AID 720648 | 0.83% of 370,000 active | recombinant ADAM17, EDANS/DABCYL FRET peptide cleavage;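 active means inhibition above the mean of compounds lying between control limits plus 3 SD, set per campaign, cut at about 8.5% in these data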;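 further: 0% = DMSO-only wells as the low control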
ADAM10 inh: inhibits human ADAM10. recombinant ADAM10, EDANS/DABCYL FRET peptide cleavage, 3 h. inhibition, % at 7 µM. 0.62% of 370,000 active. AID 720582;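 active means inhibition above a per-campaign cutoff equal to the mean of compounds falling between control-based bounds plus 3 SD, cut at about 20% in these data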;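 further: 0% = DMSO wells while the 100% control is not disclosed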
Tn7 DDE FP: inhibitors of Tn7 peptide binding to human fibrin DD(E). FP displacement of FITC-Tn7 peptide from fibrin DD(E); 0% = median of compound wells per plate. P02675. inhibition, % at 8.3 µM. 0.13% of 370,000 active;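 active means inhibition above the mean of compounds falling within the control limits plus 3 SD of them, cut at about 14% in these data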;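 further: 0% = plate median of compound wells and 100% = 10 µM Aha-Tn7 peptide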
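assay system = human clot-derived fibrin DD(E) complex | quantity = Fibrin-DD(E) at 2 µM final | timing = 10 min preincubation, 3 h with tracer, room temperature | signal = fluorescence polarization | measure = percent inhibition | benchmarks = high control wells with 10 µM unlabelled Aha-Tn7 peptide (full inhibition) | replicates = singlicate testing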
PLCg1 inh: PLC-gamma1 (human) inhibition, primary screen | purified PLC-gamma1, fluorogenic substrate, fluorescence | inhibition, % at 12.2 µM | P19174 | 0.84% of 370,000 active; in the data active means inhibition above about 9.5%
Target sequence (P19174 whole entry, looked up): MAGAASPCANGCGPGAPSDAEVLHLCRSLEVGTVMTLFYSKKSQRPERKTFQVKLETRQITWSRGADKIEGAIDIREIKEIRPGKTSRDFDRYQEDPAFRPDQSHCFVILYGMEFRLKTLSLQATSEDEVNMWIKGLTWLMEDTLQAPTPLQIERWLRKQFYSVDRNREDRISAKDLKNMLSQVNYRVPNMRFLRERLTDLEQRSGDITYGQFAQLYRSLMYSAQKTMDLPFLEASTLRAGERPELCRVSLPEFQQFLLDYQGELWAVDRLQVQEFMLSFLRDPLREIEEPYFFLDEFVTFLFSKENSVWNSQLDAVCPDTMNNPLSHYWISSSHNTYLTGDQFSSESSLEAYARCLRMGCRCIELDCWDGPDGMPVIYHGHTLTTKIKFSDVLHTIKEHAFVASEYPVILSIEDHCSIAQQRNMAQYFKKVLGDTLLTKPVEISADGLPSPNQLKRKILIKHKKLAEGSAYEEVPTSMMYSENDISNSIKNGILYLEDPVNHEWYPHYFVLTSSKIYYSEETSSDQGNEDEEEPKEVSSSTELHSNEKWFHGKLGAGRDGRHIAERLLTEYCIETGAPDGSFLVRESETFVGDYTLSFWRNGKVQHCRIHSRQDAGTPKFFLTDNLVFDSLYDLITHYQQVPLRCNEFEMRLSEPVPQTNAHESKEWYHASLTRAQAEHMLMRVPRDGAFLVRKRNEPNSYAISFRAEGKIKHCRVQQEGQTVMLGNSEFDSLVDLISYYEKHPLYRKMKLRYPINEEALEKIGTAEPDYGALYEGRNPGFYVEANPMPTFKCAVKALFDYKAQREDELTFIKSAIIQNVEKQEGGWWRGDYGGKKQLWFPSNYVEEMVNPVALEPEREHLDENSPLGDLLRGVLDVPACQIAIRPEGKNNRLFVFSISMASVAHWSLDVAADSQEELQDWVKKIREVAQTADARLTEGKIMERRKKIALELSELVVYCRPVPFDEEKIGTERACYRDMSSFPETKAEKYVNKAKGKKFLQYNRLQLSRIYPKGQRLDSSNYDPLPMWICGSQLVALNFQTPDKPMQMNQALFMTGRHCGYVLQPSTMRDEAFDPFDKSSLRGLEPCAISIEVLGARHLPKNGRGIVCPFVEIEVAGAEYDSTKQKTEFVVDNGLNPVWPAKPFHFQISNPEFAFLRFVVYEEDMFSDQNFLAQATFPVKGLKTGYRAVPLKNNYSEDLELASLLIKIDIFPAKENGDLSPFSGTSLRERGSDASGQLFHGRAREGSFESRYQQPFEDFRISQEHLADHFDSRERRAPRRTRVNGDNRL
The depositor's hits bear a star; i = inactive. Compounds were not picked by outcome. About 3.6% of those tested had a hit in this group.

DDE Tn6 FP inh	TDP2 inh	PLC-beta3 inh	ASAP1 GAP inh	SIAE primary	ARFGAP1 inh	ADAM17 inh	ADAM10 inh	Tn7 DDE FP	PLCg1 inh	mol
2	-8	-1	4	-3	-4	0	0	-9	8	O=C(Cn1cnc2c(nnn2Cc2ccc(F)cc2)c1=O)NCc1ccco1
-13	6	2	-9	-4	8	0	3	2	3	COc1ccc(C2C3=C(CC(C)(C)CC3=O)Oc3ncn(Cc4ccccc4)c(=N)c32)cc1 (stereo not given)
-11	8	1	12	10	2	3	12	-6	4	Cc1[nH]c2ccccc2c1SCCNC(=O)c1ccc(Br)o1
-10	-1	5	1	-6	-6	0	2	-7	1	COC(=O)C1=C(C)N(C)C(=NCc2ccccc2C(F)(F)F)NC1c1cccc(F)c1 (stereo not given)
8	-7	-2	3	-4	-6	2	11	-3	4	Cc1sc2nc(CN3CCN(S(=O)(=O)c4cccc5nonc45)CC3)[nH]c(=O)c2c1C
3	-7	0	4	6	-2	0	-26	2	-5	C#CCNC(=O)C1=C[C@@H](C2CC2)C[C@@H](OCCCCO)O1
-5	8	-4	5	21*	14	-2	6	-2	2	COc1ccc(NC(=O)CN2C(=O)C(C)Oc3ccc(C)cc32)cc1 (stereo not given)
4	-6	2	-3	3	-4	6	14	-6	-1	CC1CCN(S(=O)(=O)c2ccc(C(=O)Nc3nnc(-c4ccncc4)o3)cc2)CC1
4	-6	-20	6	-7	0	3	6	0	-9	CN(C)c1ccnc(SCc2ccccc2Cl)c1C#N
7	2	2	-4	5	1	-1	0	3	-2	COc1ccc(OC)c(NC(=O)COC(=O)CNC(=O)c2ccc(OC)c(OC)c2)c1
4	-6	1	6	9	13	-2	-12	1	1	COc1ccc(-c2csc(NC(=O)CCNC(=O)c3ccco3)n2)cc1OC
1	1	-8	1	-3	3	1	1	-4	2	CCOC(=O)N1CCN(C(=O)c2ccccc2NS(=O)(=O)c2ccc(C)cc2)CC1
6	10	-7	7	7	10	1	6	1	3	Cc1c(C(=O)NCCN2C(=O)S/C(=C\c3cccnc3)C2=O)cccc1[N+](=O)[O-]
5	1	1	2	1	5	2	4	2	5	CC(C)C(NC(=S)Nc1ccccc1)C(=O)O (stereo not given)
-1	-15	2	2	-5	-7	2	-3	3	11*	CC(OC(=O)c1ccc2c(c1)OCO2)C(=O)NC1CCCCC1 (stereo not given)

DDE Tn6 FP inh	TDP2 inh	PLC-beta3 inh	ASAP1 GAP inh	SIAE primary	ARFGAP1 inh	ADAM17 inh	ADAM10 inh	Tn7 DDE FP	PLCg1 inh	mol
1	0	-1	1	0	4	1	2	-1	2	C/C=C/c1ccc(OCCCCn2cncn2)c(OC)c1
-6	6	1	-8	15	-2	-3	0	-4	-1	CCOc1ccc(S(=O)(=O)NCCOC)cc1C
-3	12	-41	2	5	1	-3	-13	-3	-19	CC(=O)[C@@H]1[C@@H](C(=O)c2ccc(F)cc2)[C@]2(C(=O)Nc3ccccc32)[C@H]2C=Cc3cc(F)ccc3N12
1	7	-11	8	-2	1	-6	-6	2	-1	Cc1onc2c(=O)n(-c3ccccc3)nc(-c3ccccc3)c12
10	4	1	-1	8	-6	1	1	4	1	CN1CCCN(c2ncnc3scc(-c4ccc(F)cc4)c23)CC1
-2	3	0	-7	1	11	-10	-17	4	0	CCOc1ccc2[nH]c(=O)c(CN(Cc3ccccc3OC)C(=O)c3ccccc3)cc2c1
-5	11	-4	-5	-1	-17	0	-2	7	1	COc1ccc(NC(=O)CC2SC(N3CCOCC3)=NC2=O)cc1OC (stereo not given)
5	-10	5	-4	-4	-6	2	7	9	2	COc1ccc(CN(C(=O)CSc2nnc(-c3ccc(F)cc3)o2)c2ccc(F)cc2)cc1
1	4	-5	-4	8	4	-6	-8	6	-3	CCCCC[C@@H](/C=C/C1C(=O)C=C[C@H]1C/C=C\CCCC(=O)O)OC(C)=O (stereo not given in full)
1	9	-3	6	-2	11	0	-17	-4	3	CCOc1ccc(-n2c(=O)c3sccc3n(CC(=O)NCC3CCCO3)c2=O)cc1 (stereo not given)
3	0	-5	-1	9	8	-2	3	-8	4	O=C(CNc1cc([N+](=O)[O-])ccc1NCCO)Nc1cccc(S(=O)(=O)N2CCCCC2)c1
5	7	-7	5	-5	-8	-5	-5	-3	-2	Cc1cc(OCc2cc(C(=O)N(C)C3CCOCC3)no2)cc(C)c1Cl
-3	-9	-5	-10	3	-5	0	0	3	1	CCc1ccccc1NC(=S)N(CCN1CCCCCC1)Cc1ccco1
2	-6	3	-1	5	11	2	-2	-4	0	COc1ccc(Oc2cnc3ccccc3n2)cc1
-5	5	-3	5	-4	3	1	2	0	2	CN(C)/C=N/c1ncc(C(=O)OC(C)(C)C)s1

DDE Tn6 FP inh	TDP2 inh	PLC-beta3 inh	ASAP1 GAP inh	SIAE primary	ARFGAP1 inh	ADAM17 inh	ADAM10 inh	Tn7 DDE FP	PLCg1 inh	mol
-9	-12	5	15	-9	-8	1	7	-3	4	Cc1occc1C(=O)Nc1ccc(Br)cc1F
1	6	-2	0	1	-4	-3	-3	11	1	CSc1nc(Oc2ccc3ccccc3c2)c2ccccc2n1
-8	-18	0	8	-1	17	-12	2	5	3	Cc1cccc(N/C(=N/S(=O)(=O)c2ccccc2)c2ccccc2)n1
3	3	-6	-7	-3	1	3	4	4	3	Cc1cc(Cl)ccc1C(=O)C1CCCN(C(=O)c2nonc2C)C1 (stereo not given)
-3	2	3	-2	1	8	-2	-4	-3	5	CC(C1CC1)N(C(=O)NC1CCS(=O)(=O)C1)c1ccccc1 (stereo not given)
1	2	4	0	4	-8	0	9	-2	1	COc1ccc(-c2nn(-c3ccccc3F)cc2CNCCn2nc(C)cc2C)cc1
5	1	-1	-1	-7	0	-4	5	1	7	CCOC(=O)c1cc(CC)sc1NC(=O)CC1Sc2ccc(C(F)(F)F)cc2NC1=O (stereo not given)
3	-4	0	9	-1	-1	-2	-5	8	2	O=S(=O)(c1ccccc1F)N1CCN(c2nc3ccccc3s2)CC1
10	6	3	15	-2	3	-2	5	-11	-2	CC(C)(C)[C@H]1C=C(C(=O)N2CCOCC2)O[C@@H](OCCCCO)C1
3	4	2	-11	3	13	0	7	-2	4	COC(=O)Nc1cc(C(F)(F)F)ccc1N1CCN(c2ccccc2)CC1
3	-4	-2	-1	-3	-19	-7	-17	1	-3	O=C1CCCC2(O)C1C(c1cccc(Br)c1)NC(=O)N2Cc1ccccc1 (stereo not given)
7	-7	-36	1	6	-14	-82	-220	0	-29	Cc1ccc(NC(=O)/C=C/c2ccc(Cl)cc2)nc1
-4	-5	-21	0	-3	11	-1	1	-3	4	CCOC(=O)C(CCC(C)=O)C(=O)c1ccccc1 (stereo not given)
0	2	1	-1	-2	0	3	2	1	1	O=C(CN1C2=NCCN2c2ccccc21)c1cccs1
-3	-5	3	2	-3	5	2	2	-4	5	CCC(=O)Nc1cccc(NC(=S)NC(=O)c2ccc(Cl)cc2)c1

Brought forward from above: five entries, followed by the next part.
DDE Tn6 FP inh	TDP2 inh	PLC-beta3 inh	ASAP1 GAP inh	SIAE primary	ARFGAP1 inh	ADAM17 inh	ADAM10 inh	Tn7 DDE FP	PLCg1 inh	mol
3	-4	-2	-1	-3	-19	-7	-17	1	-3	O=C1CCCC2(O)C1C(c1cccc(Br)c1)NC(=O)N2Cc1ccccc1 (stereo not given)
7	-7	-36	1	6	-14	-82	-220	0	-29	Cc1ccc(NC(=O)/C=C/c2ccc(Cl)cc2)nc1
-4	-5	-21	0	-3	11	-1	1	-3	4	CCOC(=O)C(CCC(C)=O)C(=O)c1ccccc1 (stereo not given)
0	2	1	-1	-2	0	3	2	1	1	O=C(CN1C2=NCCN2c2ccccc21)c1cccs1
-3	-5	3	2	-3	5	2	2	-4	5	CCC(=O)Nc1cccc(NC(=S)NC(=O)c2ccc(Cl)cc2)c1
2	10	-5	2	-6	4	2	-4	-4	-3	Fc1ccccc1NC(=S)NCCc1ccc(Cl)cc1
5	-6	-8	-24	-1	-8	-4	-12	-2	0	C=CCn1c(SCC(=O)Nc2ccc(C(=O)O)cc2)nc2scc(-c3ccccc3)c2c1=O
8	6	i	4	13	-10	-262	i	3	i	Nc1c(C(=O)NCCc2ccccc2)sc2nc(N3CCOCC3)c3c(c12)CCCC3
0	3	-20	-1	5	-15	-35	-116	-2	-16	Cc1cc2nnc(SC(C)C)n2c2ccccc12
-6	1	-7	0	-1	11	-5	-3	1	-1	Cc1cccc(OCC(=O)Nc2ccc(C(=O)O)cc2NC(=O)COc2cccc(C)c2)c1
7	-3	-7	5	-1	0	-33	-92	6	-11	CC1=CC2=NC(=O)CC(C)(C(=O)N(CC(=O)NC(C)(C)C)C3CCCC3)N2C=C1 (stereo not given)
8	-3	-6	10	8	10	3	-2	-3	5	O=C(c1cccc(C(F)(F)F)c1)c1c[nH]c(C(=O)NCCCN2CCOCC2)c1
2	2	6	1	-3	-6	-2	1	-2	6	COC(=O)C(NC(=O)c1ccccc1)c1ccccc1 (stereo not given)
-6	-14	-20	2	3	10	-9	-7	-6	-2	CN(C)c1ccc(C(C(=O)NCc2ccccc2)N(Cc2ccco2)C(=O)c2snc(C(N)=O)c2N)cc1 (stereo not given)
-4	-20	-1	-3	0	7	5	8	0	3	O=C1OC(CN(Cc2ccccc2)Cc2ccccc2)CN1N=Cc1ccc([N+](=O)[O-])o1 (stereo not given)
2	3	5	6	5	4	-3	4	2	2	Cc1sc2nc(SCC(=O)c3cccs3)n(Cc3ccco3)c(=O)c2c1C
0	-10	1	1	-7	1	-3	-10	-2	0	CCCCCCN1CCN(C2CN(Cc3cn(CCCC(=O)OC)nn3)S(=O)(=O)C2)CC1 (stereo not given)
-5	4	3	6	-5	0	-1	-2	2	1	Cc1ccccc1OCC(O)CN1CCN(c2ccccn2)CC1 (stereo not given)
-2	-5	1	2	-2	-4	-1	2	-3	3	O=C(NCCc1ccccc1)c1ccco1
1	-1	0	8	6	15	-2	-6	-6	-1	O=C1NC[C@@H](CCCCN2C[C@H](Cc3ccc(O)cc3)N(CCc3ccccc3)C(=O)C2=O)N(Cc2ccccc2)C1=O
-11	-2	-22	11	9	19	6	8	-9	-17	Nc1ccc2c(c1)Cc1cc(N)c(Br)cc1-2
1	7	-3	-12	-3	0	-4	-19	9	0	CCN(CC(=O)Nc1c(F)cccc1F)C(=O)Cn1c(=O)cnc2ccccc21
4	-3	-1	0	-3	-1	-4	-5	-5	1	COc1ccc(S(=O)(=O)NC2(C(F)(F)F)N=C3SCCN3C2=O)cc1 (stereo not given)
